# Compound activity: PubChem, National Center for Advancing Translational Sciences (NCATS)
# PI5P4Ka inh: inhibitors of human PI5P4K alpha. PI5P4Kalpha enzyme, ADP-Glo luminescence, 60 min; active compounds read low. AID 652105. P48426. max response, %. 330,000 compounds, 1.2% hits; active means max response of -50% or lower; inconclusive means between -30% and -50%; inactive means -30% or higher; further: value at the top dose of about 77 µM; on the % scale 0 is the no-effect control and ±100 the full control effect
#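 PI5P4Kalpha ADP-Glo assay; 5 microM ATP final; 60 min RT reaction; HEPES pH 7.4/EGTA/CHAPS, 5% DMSO; controls lacking substrate or enzyme; luminescent end-point.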
# GLP1R ag: activates the human GLP-1 receptor; HEK293 GLP-1R CRE-luciferase, luminescence, 4-6 h; cells express a hypersensitive GLP-1R form; Potency, µM (highest dose often 45.6 µM), inactives show at the top dose activation, usual class: activators; 380,000 compounds, 0.007% hits; AID 624172; further: potency means the concentration at half of the fitted maximal effect; % of control where 0% means no effect
# Target sequence (P43220 whole entry, looked up): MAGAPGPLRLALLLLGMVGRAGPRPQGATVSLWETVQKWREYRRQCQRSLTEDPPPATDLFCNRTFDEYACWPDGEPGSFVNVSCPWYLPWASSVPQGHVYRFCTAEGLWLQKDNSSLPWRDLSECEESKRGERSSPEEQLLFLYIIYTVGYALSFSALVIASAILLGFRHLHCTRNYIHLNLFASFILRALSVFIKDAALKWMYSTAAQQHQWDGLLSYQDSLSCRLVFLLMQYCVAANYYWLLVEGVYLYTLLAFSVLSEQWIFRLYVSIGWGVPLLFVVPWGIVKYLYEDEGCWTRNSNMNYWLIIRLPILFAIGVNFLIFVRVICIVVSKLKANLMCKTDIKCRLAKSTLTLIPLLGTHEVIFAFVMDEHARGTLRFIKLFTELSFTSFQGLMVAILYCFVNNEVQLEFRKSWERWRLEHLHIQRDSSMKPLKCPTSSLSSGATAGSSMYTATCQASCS
# PLK1 PBD inh: blocks phosphopeptide binding to human PLK1 polo-box domain. P53350. Plk1 PBD binding of FITC phosphopeptide, fluorescence polarization. Potency, µM, for inactives: max response, negative = inhibition, actives largely listed as inhibitors. 360,000 compounds, 2.8% hits. AID 720504; further: potency means the concentration at half of the fitted maximal effect; series mostly up to about 57 µM; on the % scale 0 is the no-effect control and ±100 the full control effect; nearly all actives have a fitted effect of over 65% in size
# HEK293 tox: cytotoxic in the GLP-1 receptor inverse agonist counter-screen; AID 624418; Potency, µM (series often up to 38.3 µM), for inactives: top-dose activity change, negative = inhibition, usual class: inhibitors; HEK293 cAMP-luciferase reporter cells, luminescence, 24 h; 410,000 compounds, 0.13% hits;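 further: loss of luciferase light is scored as toxicity; potency means the concentration at half of the fitted maximal effect; on the % scale 0 is the no-effect control and ±100 the full control effect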
#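 Luminescence readout: signal drop marks cytotoxicity. Plated cells grew 12 h at 37 °C, 5% CO2, received 23 nL compound for 24 h, then got luciferase reagent, read after 12 min at RT.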
# EPAC1 ag: agonists of human EPAC1; EPAC1 agonist qHTS, biochemical assay; response scale: 100% = response to 6.5 mM cAMP; Potency, µM (highest dose often 154 µM), inactives show at the top dose activation, usual class: activators; 360,000 compounds, 0.073% hits; AID 720707; O95398; further: potency means the concentration at half of the fitted maximal effect; nearly all actives have a fitted effect of over 60% in size
#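 Multi-concentration qHTS readout: loss of Rap1B-bound BODIPY-GDP fluorescence driven by 100 nM EPAC1 with excess GDP (50 uM), monitored kinetically at room temperature; agonist response expressed relative to 6.5 mM cAMP.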
# EPAC1 antag: antagonists of human EPAC1 | O95398 | EPAC1 GEF assay, Rap1b-BODIPY-GDP exchange fluorescence | 360,000 compounds, 0.14% hits | Potency, µM (series often up to 115 µM), for the others: top-dose activity change, negative = inhibition, hits mostly inhibitors | AID 720709;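 further: potency means the concentration at half of the fitted maximal effect; plate controls were vehicle for no effect and positive control for full effect; nearly all actives have a fitted effect of over 50% in size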
# GLP1R inv ag: acts as inverse agonist at human GLP-1 receptor; HEK293 GLP-1R CRE-luciferase, luminescence, 24 h; GLP-1R form is constitutively active; 410,000 compounds, 1.6% hits; P43220; Potency, µM (series often up to 38.3 µM), for inactives: top-dose activity change, negative = inhibition, actives largely listed as inhibitors; AID 624417; further: potency means the concentration at half of the fitted maximal effect; on the % scale 0 is the no-effect control and ±100 the full control effect; nearly all actives have a fitted effect of over 55% in size
#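 Constitutively active GLP-1R drives a cAMP-responsive luciferase in stably transfected HEK293 cells; test compounds are added after overnight (12 h) attachment and left 24 hr, and signal loss in luminescence marks inhibition.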
# IL2 activator: IL-2 activation | IL-2 activation reporter assay, cell-based qHTS; stimulated with anti-CD3/CD4/CD28 beads; in transgenic mouse T cells | activation, % (series mostly up to about 46 µM) | 360,000 compounds, 0.065% hits | AID 652025; in the data active means activation above about 50%; inconclusive means mostly about 30% to 49%; further: 0% is about no effect
#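 Quantitative HTS in unstimulated transgenic mouse T cells, with memory T cells as non-tolerant control and PMA/ionomycin as tolerance-bypass control. Compound pretreatment lasted 60 minutes before 18 h bead stimulation; EGFP/DsRed fluorescence read.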
# PTHR1 agonist: PTHR1 (human) receptor agonism; HEK293 GP2 PTHR1 cells, GloSensor cAMP luminescence, 1 h; Potency, µM (series often up to 115 µM), for the others: at the top dose activation, most hits filed as activators; 410,000 compounds, 0.075% hits; AID 743266; further: potency means the concentration at half of the fitted maximal effect; nearly all actives have a fitted effect of over 55% in size; some results filed as inactive show a strong effect at the top dose; inactives centre near -15; many of its hits are not listed in these tables
# Target sequence (Q03431 whole entry, looked up): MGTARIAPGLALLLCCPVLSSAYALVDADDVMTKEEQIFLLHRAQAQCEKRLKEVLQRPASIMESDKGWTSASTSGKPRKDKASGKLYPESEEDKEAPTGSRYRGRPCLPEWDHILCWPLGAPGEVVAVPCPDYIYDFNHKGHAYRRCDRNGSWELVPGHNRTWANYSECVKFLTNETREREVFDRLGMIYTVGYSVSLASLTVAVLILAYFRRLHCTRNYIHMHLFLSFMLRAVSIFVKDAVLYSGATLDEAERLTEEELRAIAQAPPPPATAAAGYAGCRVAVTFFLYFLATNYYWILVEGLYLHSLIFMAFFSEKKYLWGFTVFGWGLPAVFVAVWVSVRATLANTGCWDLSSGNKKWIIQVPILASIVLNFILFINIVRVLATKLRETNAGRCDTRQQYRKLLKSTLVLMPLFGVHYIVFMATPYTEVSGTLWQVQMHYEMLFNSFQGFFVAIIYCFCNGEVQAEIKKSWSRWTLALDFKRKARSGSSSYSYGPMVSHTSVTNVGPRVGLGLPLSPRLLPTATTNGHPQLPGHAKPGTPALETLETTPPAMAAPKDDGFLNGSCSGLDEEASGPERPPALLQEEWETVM
#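 HEK-293-derived GP2 cells expressing PTHR1 and a GloSensor cAMP reporter, 3,000/well, plated overnight, given luciferin plus IBMX (each 0.5 mM as added) for 1 h at 37 °C, then compound for 1 h at 37 °C. Luminescence was read after 15 min at room temperature.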
# * marks the source's active call; other numbers are inactive results; i = inactive; u = inconclusive; x = not tested or not shown; & = joins results of further samples; [ ] = another dose, or the depositor's remark. Unless noted, the call rests on the fitted dose curve; in most records, active means well fitted curve in the direction sought with a large enough effect; inconclusive means small, poorly fitted or top-dose-only effect, or another doubt; inactive means no such curve, though single readings can be large; an effect the other way counts as inactive or inconclusive. These rows are one share of the data, so the mix of outcomes need not match the whole.
# Fields: PI5P4Ka inh	GLP1R ag	PLK1 PBD inh	HEK293 tox	EPAC1 ag	EPAC1 antag	GLP1R inv ag	IL2 activator	PTHR1 agonist
COc1cccc(NC(=O)COC(=O)Cn2c(C)csc2=O)c1
 : 0	-6%	-3%	-1%	0%	16%	-11%	0.3	0%
CCc1nc2ccc(C(=O)NCCc3ccc(OC)c(OC)c3)cc2nc1CC
 : -2	32%	u	-4%&-7%	-4%	16%	36%&7%[activator]	-2.7	i
Cc1cccc(C)c1NC(=O)N1CCC(c2nc3ccccc3o2)CC1
 : x	-12%	-7%	-1%	16%	1%	1%	-2.4	-8%
CC(C)N1C(=O)C(Cc2nc3ccccc3c(=O)n2-c2ccccc2)c2ccccc21 (stereo not drawn)
 : x	5%	-7%	1%	15%	-7%	-27%	-1.4	i
CCN(CC(=O)Nc1ccc2c(c1)CCC2)Cc1nc2ccccc2c(=O)[nH]1
 : 5	2%	-11%	u	2%	-4%	2%	9.9	-23%
CCC(CC)c1nn2c(=O)cc(COc3ccc(NC(=O)c4ccc(C)cc4)cc3)nc2s1
 : x	-1%	x	-4%	x	x	-17%	x	i
C/C=C/Cn1c(SCc2ccc(Cl)cc2)nc2c1c(=O)[nH]c(=O)n2C
 : -10	25%	u	-13%	6%	-6%	10%	3.2	-27%
CC(=O)N1c2ccc(S(=O)(=O)NCC3CCC(C(=O)NCc4ccc(C)cc4)CC3)cc2CC1C (stereo not drawn)
 : -1	-8%	7%	3%	-21%	8%	u	-0.5	-15%
CC(=O)Nc1nnc(S(=O)(=O)N2CCN(c3ccc([N+](=O)[O-])cc3Cl)CC2)s1
 : -21	2%	u	-13%	-15%	12%	5%	-2.1	-56%[inhibitor]
Cc1cccc(C(=O)C2CCN(S(=O)(=O)c3cccc(C(=O)O)c3)CC2)c1
 : -11	-2%	-14%	22%	-5%	-16%	-1%	-1.9	17%
CCOC(=O)C1CCN(S(=O)(=O)c2ccc3c(c2)NC(=O)C(C)S3)CC1 (stereo not drawn)
 : -3	-4%	-9%	2%	1%	-3%	-47%	-0.4	-7%
COc1ccc(S(=O)(=O)N2CCCCC2)cc1NC(=O)C1COc2ccccc2O1 (stereo not drawn)
 : 8	1%	-2%	-1%	19%	-2%	u	-1.2	-30%
COc1ccc(CN2CCN(C(=O)CC(C)C)CC2)c(OC)c1OC
 : 5	-7%	-5%	0%	7%	6%	-2%	0.2	i
C#CCOCCOCCOCCNc1nc(N2CCN(C(=O)[C@H](CCCCN)n3cc([C@@H](N)C(C)CC)nn3)CC2)nc(N2CCN(C(=O)[C@H](Cc3ccc(O)cc3)n3cc([C@@H](N)CC(C)C)nn3)CC2)n1 (stereo partly drawn)
 : 30	-3%	3%	-23%	-8%	22%	15%	2.8	-21%
CCn1c(SCc2nc(-c3ccccc3)no2)nc2ccccc21
 : -2	u	-2%	6%	10%	-8%	u	-2.5	-90%[inhibitor]
CN(C)c1cc(-c2ccccc2)nc(-c2ccccc2)n1
 : 5	-12%	2%	-6%	6%	-5%	9%	-0.7	i
Cc1ccc(OCC(O)CN2CCN(c3ccccc3)CC2)cc1 (stereo not drawn)
 : x	10%	-2%	7%	1%	-3%	-24%	0.4	i
Cc1ccc(N=Nc2c(N)nn(-c3ccccc3)c2N)cc1
 : 9	-1%	-2%	u	4%	-3%	u	-0.1	-8%
OC(C#CCCN1CCCCC1)(c1ccccc1)C1CCCCC1 (stereo not drawn)
 : -4	-10%	-11%	1%	4%	-18%	-27%	-0.5	i
O=C(Cn1nc(-c2nn(CC(=O)c3ccccc3)c3[n+]2CCCCC3)[n+]2c1CCCCC2)c1ccccc1
 : 1	5%	-1%&-11%	10%	3%	-7%	-1%	1.7	-2%
O=C(CSc1nccc(=O)[nH]1)Nc1ccccc1Sc1ccccc1
 : -3	1%	-17%	-9%[7.66 µM]	-6%	-5%	2%[7.66 µM]	4.2	i
O=C(Nc1ccc(Cl)cc1Cl)Nn1cnnc1
 : 1	-2%	-2%	2%	3%	9%	-1%	-0.6	i
Fc1ccccc1OCCn1c(=S)[nH]c2ccccc21
 : 6	12%	u	u	4%	-1%	u	1.0	-16%
O=C(Nc1nc2ccccc2[nH]1)c1ccc(S(=O)(=O)N2CCOCC2)cc1
 : -7	6%	3%	8%	4%	-17%	19%	1.0	-12%
N/C(=N\O)c1ccccc1-n1cccc1
 : 2	-4%	-3%	0%	12%	2%	5%	1.4	i
CC1CCCC(NC(=O)COC(=O)COc2ccc(Cl)cc2)C1C (stereo not drawn)
 : 3	3%	-3%	-21%	-11%	-5%	-1%	-1.7	i
O=C(CN1C(=O)COc2ccc(S(=O)(=O)N3CCCCC3)cc21)NCc1ccc(Cl)cc1
 : 7	-3%	0%	-14%&-10%	-8%	-18%	10µM*	-1.3	-23%
Nc1ccccc1C(=O)NCc1ccco1
 : -4	-4%	-16%	-6%	4%	0%	7%	-1.5	-7%
O=S1(=O)CCN(CCCc2ccccc2)CC1
 : 2	-4%	3%	8%	-13%	15%	9%	2.1	-21%
O=C(COC(=O)/C=C/C(=O)N1CCN(c2ccccc2)CC1)NCc1ccc(F)cc1
 : 6	2%	-6%	-2%	-12%	-9%	-2%	-0.2	i
CCCCCn1c(CN(C)Cc2ccccc2)nc2c1c(=O)n(C)c(=O)n2C
 : x	10%	-4%	-12%	-3%	-11%	0%	-4.4	-2%[57.5 µM]
COc1ccc(C2CC(C(F)(F)F)n3nc(C(=O)O)c(Br)c3N2)cc1 (stereo not drawn)
 : -4	-3%	-13%	-10%	0%	10%	0%	1.3	i
O=C(CSCCc1ccccn1)Nc1cccnc1
 : 1	0%	2%	12%	2%	-4%	23%	0.1	-10%[57.5 µM]
Cc1cc(C)nc(NC(=O)c2cccc([N+](=O)[O-])c2)c1
 : -1	4%	3%	-2%	5%	-15%	4%	1.5	-23%
COc1ccc(NC(=O)C2CCCN(S(=O)(=O)c3c(C)[nH]c(=O)[nH]c3=O)C2)cc1Cl (stereo not drawn)
 : 0	12%&-1%	1%	-6%&-3%	9%	4%	13%&3%	-0.7	-6%&-35%
Cc1ccc(Nc2ncc(C(=O)N3CCN(c4cccc(Cl)c4)CC3)c3ccccc23)cc1Cl
 : x	1%	x	-3%	x	x	u	x	i
N#Cc1c(-c2ccc(Cl)cc2)cc(-c2cccs2)nc1SCC(=O)O
 : u	1%	17µM*	-11%	5%	u	-29%	1.1	-19%
Nc1ncnc2c1ncn2[C@H]1CC[C@@H](CO)O1
 : 0	7%&-2%	-2%	-2%	-18%	0%	2%	-0.5	i
Cc1n[nH]c(C)c1CCCCOc1ccccc1F
 : 7	16%	-12%	-6%	6%	-12%	-3%	-0.5	-16%
CC1CCN(C(=O)Cn2cnc3c(cnn3C(C)(C)C)c2=O)CC1
 : 3	-1%	-5%	6%[0.307 µM]	-5%	4%	5%[0.307 µM]	1.9	i
CCCCOC(=O)c1[nH]c2c(c1C)C(=O)CC(c1cc(OC)c(OC)c(OC)c1)C2 (stereo not drawn)
 : 3	-4%	-9%	-21%	-4%	-20%	u	-4.7	-45%[inhibitor]
O=C(NNC(=O)c1csc(N2CCOCC2)n1)c1ccc(Cl)nc1
 : -7	-8%	-5%	12%	6%	7%	14%	-2.4	i
CCOC(=O)c1ccc(OC)c(OC)c1Cl
 : 2	9%	-10%	0%	2%	-9%	9%	2.7	i
Cn1c(NCCc2ccncc2)nc2cc(-c3ccsc3)sc2c1=O
 : 0	15%	-1%	-1%	-5%	-9%	40%[activator]	-0.4	-95%[inhibitor]
COc1cc(NC(=O)CN2CCN(CC(=O)Nc3ccccc3OC)CC2)cc(OC)c1
 : -5	-3%	-13%	-4%	-3%	-12%	-5%	0.9	i
CC(OC(=O)c1ccc2ncsc2c1)C(=O)Nc1ncc(Cl)cc1Cl (stereo not drawn)
 : 4	6%	-1%	2%	-6%	-10%	25%	-2.3	-20%
Cn1c(=O)n(CCc2ccccc2)c(=O)c2c1nc1n2CCCN1Cc1ccccc1
 : 0	-8%	0%	-9%	-2%	-8%	u	0.8	-20%
CCN1CCN(c2ccc(S(=O)(=O)N3CCCCC3)cc2NC(=O)CC(NC(C)=O)c2ccccc2)CC1 (stereo not drawn)
 : 0	6%	-10%	-5%	6%	-25%	3%	-2.4	-5%
Cc1ccc(-c2nc3ccccc3c(=O)n2CCCN2CCOCC2)cc1
 : 0	u	-8%	-3%	18%	-17%	-19%	-2.9	-49%[inhibitor]
O=C(O)CCCCNS(=O)(=O)c1ccc(Cl)c(C(F)(F)F)c1
 : 1	1%	-1%	-5%	-5%	12%	0%	-2.5	i
COCCN1CCn2c(nc3cc(NC(=O)c4ccc(OC)cc4)ccc32)C1
 : -7	3%	-26%	-10%	-7%	-4%	8%	-0.1	i
Cc1cc(F)ccc1C(O)c1ncc(-c2ccccc2C(F)(F)F)[nH]1 (stereo not drawn)
 : 7	5%	-11%	4%	-10%	-22%	-22%	-0.8	-10%
CCOC(=O)C1=NNC2C(=O)N(CC)C(=O)C12 (stereo not drawn)
 : 6	4%	1%	0%	10%	-4%	-8%	-0.1	i
CCCCNc1c([N+](=O)[O-])cc(C(=O)O)cc1[N+](=O)[O-]
 : 2	-1%	-9%	15%	-2%	-6%	2%	-0.8	-15%
CCCNC(=O)C1CN(S(=O)(=O)c2ccccc2)CCN1S(=O)(=O)c1ccccc1 (stereo not drawn)
 : x	0%	-12%	7%	11%	-5%	6%	-0.8	3%
CS(=O)(=O)N1CCN(C(=O)c2cc3ccccc3oc2=O)CC1
 : x	-21%	-7%	-25%	-1%	0%	14%	1.7	i
Cc1cc(C)c(S(=O)(=O)N2CCN(C3CC(=O)N(c4ccccc4Cl)C3=O)CC2)c(C)c1 (stereo not drawn)
 : 0	8%	-4%	16%	2%	-10%	-8%	1.9	-15%
